Myeloid diff MLP: promotes myeloid progenitor differentiation; ER-HoxA9 myeloid progenitors, lysozyme-GFP differentiation, flow cytometry; calls only at 10 µM; hit rate 1% among 360,000; AID 624256;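 active means normalized GFP-positive differentiation at or above the plate's own cutoff, the solvent-only control mean plus 3 SD; inconclusive means no clear call, values can overlap the other calls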;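 further: cells exposed to compound for four days before flow analysis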
Myeloid diff MLP GFP+ MAC1+ %: further read-out of Myeloid diff MLP, marked with its call; GFP+ MAC1+ double positive, %; measured here: differentiation confirmed by MAC1 staining
* hit, by the source's call; i = inactive; ? = inconclusive; . = no result given. Some of the compounds tested. The share of hits here may be higher or lower than overall.

Every second line gives: Myeloid diff MLP GFP+ MAC1+ % | Myeloid diff MLP
[1] Cc1ccc(S(=O)(=O)N2CCCCC2CCNC(=O)C(=O)NCC2CCCO2)cc1 (stereo not given)
  0.9 | i
[2] COc1ccc(C(O)c2nc(-c3ccc(Cl)cc3)cs2)cc1 (stereo not given)
  0.7 | i
[3] Cc1ccc(Cc2nnc(SCC(=O)Nc3ccc(C)cc3C)[nH]c2=O)cc1
  1.4 | i
[4] CCc1ccc(/C=C2\SC(=S)N(CCCC(=O)N3CCCC3)C2=O)cc1
  1.0 | i
[5] CCCCC[C@@H]1C=C(C(=O)O)[C@H](c2ccc(Br)cc2)N1S(=O)(=O)c1ccc(C)cc1
  1.0 | i
[6] CC(=O)Nc1ccc(C(=O)N2CCCCC2c2cc(C(=O)NCc3ccc(F)cc3)no2)cc1 (stereo not given)
  1.6 | i
[7] O=C(CCC1CCCC1)NCCS(=O)(=O)N1CCN(c2ccccc2F)CC1
  1.2 | i
[8] O=C1CCCCC1
  1.0 | i
[9] Nc1nc2c(nnn2C2CC(O)C(CO)O2)c(=O)[nH]1 (stereo not given)
  0.6 | i
[10] Cn1c(=O)[nH]c(=O)c2[nH]c(CO)nc21
  0.9 | i
[11] NC(N)=NCCCC(NC(=O)c1ccccc1)C(=O)Nc1ccc([N+](=O)[O-])cc1 (stereo not given)
  0.7 | i
[12] CCCSc1ccc([C@@H]2[C@H]3C(=O)N(CC)C(=O)[C@H]3[C@]3(C(=O)OC)CCCN23)cc1OC
  1.2 | i
[13] COc1ccc(-c2cc(C(=O)NCc3ccc(C(F)(F)F)cc3)[nH]n2)c(C)c1
  1.0 | i
[14] COc1ccc(OC)c(NC(=O)COC(=O)c2c(C)noc2C)c1
  0.8 | i
[15] CCOc1ccc2ccccc2c1CNCCCN1CCOCC1
  1.9 | i
[16] COc1ccc(/C=C/C(=O)Nc2cccc(S(=O)(=O)NC3=NCCCCC3)c2)cc1OC
  0.4 | i
[17] C#CCNS(=O)(=O)c1ccc(F)cc1Br
  0.6 | i
[18] O=C(C(=O)N1CCC(c2ccccc2)CC1)c1ccccc1
  2.1 | i
[19] CCCCC[C@@H](C)N1C[C@@H](COCc2ccccc2)Oc2cc(N3CCC[C@H]3C(N)=O)ccc2S1(=O)=O
  0.3 | i
[20] Cc1ccc(Cl)cc1-c1cc(C(=O)NCc2cc(C(F)(F)F)cc(C(F)(F)F)c2)[nH]n1
  1.0 | i
[21] CCCOc1ccc(F)cc1-c1cc(C(=O)NCc2ccccc2OC)[nH]n1
  1.0 | i
[22] O=C(CCNS(=O)(=O)c1ccccc1)OCC(=O)c1ccc(Cl)cc1
  0.8 | i
[23] CC(C)(C)OC(=O)C[C@@H]1C/C=C\C[C@@H](CC(=O)N[C@H](CO)Cc2ccccc2)C(=O)NCCOC1=O
  0.5 | i
[24] CCOC(=O)c1cc2cc(OC)ccc2n1C1CCN(C)CC1
  0.3 | i
[25] COc1ccc(C2=Nn3c(nnc3-c3ccccc3Cl)SC2)cc1OC1CCOC1 (stereo not given)
  4.3 | i
[26] CN1CCN(C(=O)c2cccc(-c3cc(O)c4ncccc4c3)c2)CC1
  2.9 | i
[27] CN(C)CCCNc1nc2cc(-c3cncnc3)sc2c(=O)n1C
  0.8 | i
[28] Cc1ccc(C)c(C(O)c2ncc(-c3ccc(Cl)cc3)[nH]2)c1 (stereo not given)
  0.4 | i
[29] CCN(CC(=O)Nc1ccc2c(c1)OCCO2)C(=O)CSCC(=O)Nc1ccc(C)cc1
  1.0 | i
[30] N#Cc1ccccc1S(=O)(=O)N1CCN(C(=O)Cc2coc3cc(O)ccc23)CC1
  0.4 | i
[31] Cc1ccsc1C(=O)OCC(=O)NC1CCCCC1
  0.8 | i
[32] COc1ccc(-c2cc3ccc(F)cc3cn2)cc1
  1.3 | i
[33] COc1ccc(C)cc1NC(=O)COC(=O)c1c(C)nn(-c2ccccc2)c1C
  1.4 | i
[34] CC(C)(C)S(=O)N1Cc2cc(C(=O)N3CCc4ccccc4C3)nc(-c3cccc(-c4cccnc4)c3)c2[C@@H]1CCO (stereo not given in full)
  1.3 | i
[35] COc1ccccc1C(=O)COC(=O)C(CCSC)NC(=O)COc1ccccc1 (stereo not given)
  0.4 | i
[36] Nc1c(Cl)cc(-c2csc(NC(CO)c3nc4ccccc4n3CCOCCO)n2)cc1Cl (stereo not given)
  0.8 | i
[37] CCOC(=O)Cc1ccc(Nc2nc(NC)nc3ccsc23)cc1
  0.4 | i
[38] CC(=O)c1ccc2c3c(cc(C)c2c1)CCCC3
  3.1 | i
[39] CC(=O)Nc1cccc(-c2ccnc3c2CC(C(=O)Nc2ccc4c(c2)OCO4)O3)c1 (stereo not given)
  . | ?
[40] CC(C)=CCC[C@H](C)C[C@@H]1Cc2[nH][nH]c(=O)c2[C@H](c2ccc(Cl)cc2)O1
  1.5 | i
[41] COc1ccc(C(=O)NCCS(=O)(=O)NCc2ccc(C)cc2)cc1
  0.2 | i
[42] O=S1(=O)CCOC[C@H](Cc2ccccc2)N1Cc1ccc(Cl)cc1
  0.8 | i
[43] CCc1nc2ccc(C(=O)NCCOc3ccc(OC)cc3)cn2c1N(CC)Cc1cccc(Br)c1
  1.7 | i
[44] COc1ccc(S(=O)(=O)N2CCC(C(=O)N[C@@H](C)C(=O)NCc3ccco3)CC2)cc1
  0.5 | i
[45] O=C(COC(=O)Cc1cccc(F)c1)NCCc1ccccc1
  0.4 | i
[46] COc1ncc(-c2ccc3c(c2)S(=O)(=O)c2cccc(C(=O)O)c2C3=O)cn1
  1.5 | i
[47] CSc1nc2ncncc2[nH]1
  1.4 | i
[48] COc1ccc(S(=O)(=O)N2CC=C(c3ccccc3)CC2)cc1OC
  1.2 | i
[49] O=C1[C@H]2[C@@H](c3ccc(C(F)(F)F)cc3)N[C@]3(CCCN(Cc4ccc(Cl)cc4)C3=O)[C@H]2C(=O)N1Cc1ccccc1
  0.6 | i
[50] CCN(CC)S(=O)(=O)c1ccc(C(=O)NNC(=O)C2COc3ccccc3O2)cc1 (stereo not given)
  1.2 | i
[51] COc1ccc(CC(=O)OCC(=O)c2ccc[nH]2)cc1
  0.3 | i
[52] COc1ccc(C(=O)N(C)[C@H]2C[C@H]3c4[nH]c5ccccc5c4CCN3C(=O)[C@H]2CO)cc1
  1.0 | i
[53] CCC1CCCCN1C(=O)CN1C(=O)c2ccccc2S1(=O)=O (stereo not given)
  2.4 | i
[54] Cc1ccc(NC(=O)CN(C)C(=O)CNC(=O)c2ccc3c(c2)OCO3)cc1
  0.6 | i
[55] Cc1ccc(S(=O)(=O)N2CCCCC2)cc1NC(=O)CSc1nnc(C2CC2)n1C
  0.9 | i
[56] CCN(C(=O)COC(=O)c1[nH]c(C)c(C(C)=O)c1C)c1c(N)n(Cc2ccccc2)c(=O)[nH]c1=O
  0.6 | i
[57] Cc1ccc(S(=O)(=O)N2CCN(c3nc(-c4cccs4)nc4ccccc34)CC2)cc1
  0.6 | i
[58] O=C(Oc1cccc2ccccc12)c1ccccc1
  0.9 | i
[59] COc1ccccc1-c1ccc2c(c1)C(C)(Cc1cccc(F)c1)C(=O)N2 (stereo not given)
  0.6 | i
[60] CNC(=O)C[C@H]1C(=O)N(Cc2ccccc2)C[C@@H]1Cc1ccccc1
  0.5 | i

Values by screen from the entries so far.
Compounds 41–50 in Myeloid diff MLP: i, i, i, i, i, i, i, i, i, i
Compounds 41–50 in Myeloid diff MLP GFP+ MAC1+ %: 0.2, 0.8, 1.7, 0.5, 0.4, 1.5, 1.4, 1.2, 0.6, 1.2

More results.
Every second line gives: Myeloid diff MLP GFP+ MAC1+ % | Myeloid diff MLP
[61] COC(=O)[C@]12CCCCC=C1N(Cc1ccco1)C(=O)[C@H](CC(=O)NCCC(C)C)C2
  0.9 | i
[62] CCOC(=O)C(C)(C)Oc1cccc2c1S(=O)(=O)c1ccccc1-2
  0.3 | i
[63] O=S1(=O)N[C@H](Cc2ccccc2)COc2cc(N3CCC[C@H]3CO)ccc21
  1.4 | i
[64] Cc1ccc(S(=O)(=O)NCCC(=O)NC2CCCCCC2)cc1
  0.9 | i
[65] CSc1ccc(CN(C)CC(=O)NC(=O)NCCC2=CCCCC2)cc1
  0.8 | i
[66] COc1ccc(S(=O)(=O)N2CCCCC2c2cc(C(=O)Nc3ccc(OC)cc3C)no2)cc1 (stereo not given)
  1.0 | i
[67] COc1ccccc1C(=O)NCCC(=O)Nc1ccc(S(=O)(=O)N2C(C)CCCC2C)cc1 (stereo not given)
  0.9 | i
[68] O=C(CC(NC(=O)OCc1ccccc1)c1nn[nH]n1)OCc1ccccc1 (stereo not given)
  0.5 | i
[69] O=C(NCCS(=O)(=O)N1CCc2ccccc2C1)c1ccccc1
  0.6 | i
[70] COCCOc1ccc(C(F)(F)F)cc1NC(=O)CN1C(=O)NC(C)(c2ccc3c(c2)OCO3)C1=O (stereo not given)
  1.0 | i
[71] C[C@H]1CCCCO[C@@H](CN(C)C(=O)NC2CCCCC2)[C@@H](C)CN([C@@H](C)CO)C(=O)c2cc(NC(=O)Cc3ccccc3)ccc2O1
  0.9 | i
[72] O=C(Nc1ccc(F)c(Cl)c1)c1cc(C2CCCN(S(=O)(=O)c3ccccc3)C2)on1 (stereo not given)
  0.8 | i
[73] CCN1C(=O)N[C@@H](c2cccc(C(F)(F)F)c2)[C@@H](C(=O)OC)[C@H]1C
  1.4 | i
[74] Cc1ccc(S(=O)(=O)N2CCOCC2)cc1NC(=O)CSc1nnc(COc2ccccc2F)n1N
  0.8 | i
[75] COc1ccc(C2CC(c3ccccc3C(F)(F)F)=NN2c2ccc(S(N)(=O)=O)cc2)cc1 (stereo not given)
  0.4 | i
[76] CCOCCCN1C(=O)C(=O)N(CC(=O)N2c3ccccc3NC(=O)CC2C)C1=O (stereo not given)
  1.7 | i
[77] O=C(NCc1ccccc1)c1cccc(NC(=O)C2CCCCC2)c1
  0.3 | i
[78] Cc1cn([C@H]2C[C@H](O)[C@@H](CCC(=O)NC(c3ccccc3)c3ccccc3)O2)c(=O)[nH]c1=O
  0.4 | i
[79] COc1ccccc1N(C)S(=O)(=O)c1ccc(C(=O)NC2CCCCC2)cc1
  0.2 | i
[80] FC(F)(F)c1nnc2ccc(N3CCCCC3)nn12
  0.5 | i
[81] COc1ccccc1CNC(=O)COC(=O)c1cccs1
  0.6 | i
[82] CCOC(=O)C1=CC[C@@H](c2ccc(OC)cc2)N(S(=O)(=O)c2ccc(C)cc2)[C@H]1CC
  1.8 | i
[83] Cc1nc(NC(=O)c2ccccc2)sc1-c1cc(C(=O)N2CCOCC2)nn1CCO
  2.6 | i
[84] O=C(NCCC1CCCCN1S(=O)(=O)c1ccccc1)C(=O)Nc1ccc(F)cc1 (stereo not given)
  1.0 | i
[85] COc1ccc(NS(=O)(=O)c2cccc(C(=O)NCC(c3cccs3)N3CCOCC3)c2)cc1 (stereo not given)
  1.1 | i
[86] CCN1C(=O)[C@H]2[C@@H](c3ccc(-c4ccc(C(C)=O)cc4)cc3)N[C@@](Cc3ccccc3)(C(=O)OC)[C@H]2C1=O
  2.9 | i
[87] Cc1ccc(OCCN2CCC2(C)C(=O)NCc2cccc3ccccc23)cc1 (stereo not given)
  0.7 | i
[88] C[C@@H]1CN([C@@H](C)CO)C(=O)CCCn2nncc2CO[C@@H]1CN(C)C(=O)C1CCCCC1
  1.3 | i
[89] Cc1cc(NC(=O)c2ccoc2C)ccc1Br
  0.2 | i
[90] NC(=O)C1CCN(C(=O)c2ccc(NS(=O)(=O)c3ccc(F)c(F)c3)cc2)CC1
  1.2 | i

Entries of single compounds, quoted from the list. Screens in order: Myeloid diff MLP GFP+ MAC1+ %	Myeloid diff MLP
CCN1C(=O)[C@H]2[C@@H](c3ccc(-c4ccc(C(C)=O)cc4)cc3)N[C@@](Cc3ccccc3)(C(=O)OC)[C@H]2C1=O in the list: 2.9	i
Nc1c(Cl)cc(-c2csc(NC(CO)c3nc4ccccc4n3CCOCCO)n2)cc1Cl (stereo not given) in the list: 0.8	i
COc1ccc(S(=O)(=O)N2CCCCC2c2cc(C(=O)Nc3ccc(OC)cc3C)no2)cc1 (stereo not given) in the list: 1.0	i

As a short view, some entries already given:
Every second line gives: Myeloid diff MLP GFP+ MAC1+ % | Myeloid diff MLP
[62] CCOC(=O)C(C)(C)Oc1cccc2c1S(=O)(=O)c1ccccc1-2
  0.3 | i
[63] O=S1(=O)N[C@H](Cc2ccccc2)COc2cc(N3CCC[C@H]3CO)ccc21
  1.4 | i
[64] Cc1ccc(S(=O)(=O)NCCC(=O)NC2CCCCCC2)cc1
  0.9 | i

Further structures
Every second line gives: Myeloid diff MLP GFP+ MAC1+ % | Myeloid diff MLP
[91] O=C(OCCc1cc2ccccc2c(=O)o1)c1cccc(Br)c1
  1.9 | i
[92] COc1ccccc1N(Cc1ccccc1)S(=O)(=O)c1cccc(C(=O)NC2CC(C)(C)NC(C)(C)C2)c1
  1.0 | i
[93] CC(=O)c1ccc(S(=O)(=O)N2CCN(C(=O)c3ccc(COc4ccccc4)o3)CC2)cc1
  0.5 | i
[94] C[C@H](CO)N1C[C@H](C)[C@@H](CN(C)S(=O)(=O)c2ccccc2)Oc2ccc(NC(=O)c3ccncc3)cc2C1=O
  1.8 | i
[95] Cc1ccccc1CC(=O)OCC(=O)Nc1ccc(C)c(S(=O)(=O)N2CCCCC2)c1
  1.4 | i
[96] O=C(NCc1cccs1)c1cc(S(=O)(=O)N2CCOCC2)ccc1N1CCCC1
  0.6 | i
[97] COc1cccc(C(C(=O)NC2CCCC2)N2CCN(c3ncccc3C#N)CC2)c1OC (stereo not given)
  1.3 | i
[98] Cc1ccccc1S(=O)(=O)N1C[C@@H]2C(C(=O)C[C@@H]3C(=O)N(C)C(=O)[C@@H]32)[C@@H]1c1ccc(Cl)cc1 (stereo not given in full)
  1.5 | i
[99] Cn1c(=O)c2cc(NC(=O)NCCc3ccccc3)ccc2n1Cc1ccccc1
  1.0 | i
[100] CCOC(=O)C[C@H]1c2cc(C(F)(F)F)ccc2S(=O)(=O)N1Cc1ccccc1
  2.0 | i
[101] Cc1nc(C(F)(F)F)ccc1C(=O)N1CCCC(C(=O)O)CC1 (stereo not given)
  1.2 | i
[102] CCN1CCN(CC(=O)Nc2cc(S(=O)(=O)N(CC)c3ccccc3)ccc2Cl)CC1
  1.0 | i
[103] COc1ccc([C@@H]2CC=C(C(=O)O)[C@H](c3ccc(C)cc3)N2S(=O)(=O)c2ccc(C)cc2)cc1OC
  0.9 | i

Bioassay records as filed in PubChem BioAssay.
